Screening data deposited in PubChem by National Center for Advancing Translational Sciences (NCATS).
UDG counterscr – UDG inhibition counter-screen | FRET deamination/UDG coupled assay, UDG read, 4 h | Potency, µM (doses to about 115 µM), inactives show top-dose activity change, negative = inhibition, usual class: inhibitors | 91,000 tested, 0.14% active; note: nearly all actives have a fitted effect of over 65% in size
AID inh – inhibitors of human activation induced cytidine deaminase | AID deamination FRET fluorescence, UDG-coupled, 4 h | Potency, µM (doses to about 115 µM), without a hit: top-dose activity change, negative = inhibition, actives largely listed as inhibitors | 91,000 tested, 0.32% active; note: nearly all actives have a fitted effect of over 25% in size
Target sequence (Q9GZX7 whole entry, looked up): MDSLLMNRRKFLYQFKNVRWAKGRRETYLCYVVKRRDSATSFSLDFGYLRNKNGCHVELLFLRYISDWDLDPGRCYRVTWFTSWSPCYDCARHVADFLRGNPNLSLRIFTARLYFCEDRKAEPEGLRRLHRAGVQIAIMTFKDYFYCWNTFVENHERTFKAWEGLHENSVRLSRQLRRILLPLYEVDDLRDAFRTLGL
The depositor's hits bear a star; [ ] = another dose, or the depositor's remark. Calls come from the whole dose curve; as a rule, active = well fitted curve in the direction sought with a large enough effect; inconclusive = small, poorly fitted or top-dose-only effect, or another doubt; inactive = no such curve, though single readings can be large; an effect the other way counts as inactive or inconclusive. % is set by controls: 0 for no effect and ±100 for the full control effect; potency is the fitted concentration of half-maximal effect. Not all compounds are listed. The share of hits here may be higher or lower than overall.

A first look (3 entries):
CCOc1ccc(S(=O)(=O)N2CCN(Cc3nc(-c4ccc(C(=O)NC)cc4)oc3C)CC2)cc1 was read as UDG counterscr -9% and AID inh 0%.
For CCc1ccc(-c2cc(C(F)(F)F)on2)cc1S(=O)(=O)Nc1cc(OC)c(OC)c(OC)c1 the results were UDG counterscr -5% and AID inh -13%.
For COc1cccc(CN2CCCN(Cc3ccc(F)cc3)S2(=O)=O)c1 the results were UDG counterscr 46%[activator] and AID inh -21%.

All compounds of this part (from the top)
CCOc1ccc(S(=O)(=O)N2CCN(Cc3nc(-c4ccc(C(=O)NC)cc4)oc3C)CC2)cc1 was read as UDG counterscr -9% and AID inh 0%.
For CCc1ccc(-c2cc(C(F)(F)F)on2)cc1S(=O)(=O)Nc1cc(OC)c(OC)c(OC)c1 the results were UDG counterscr -5% and AID inh -13%.
For COc1cccc(CN2CCCN(Cc3ccc(F)cc3)S2(=O)=O)c1 the results were UDG counterscr 46%[activator] and AID inh -21%.
Screening CC1CCN(c2ccc3nnc(CCC(=O)NC(C)CCc4ccco4)n3n2)CC1 (stereo not given) returned UDG counterscr 0% and AID inh -2%.
`CC(CCc1ccccc1)NC(=O)CC1CCCC1` (stereo not given) gave UDG counterscr -11% and AID inh -6%.
For CC(C)(C)C1CCCCC1NCc1cccc(C#N)c1 (stereo not given) the results were UDG counterscr -6% and AID inh -11%.
For O=S(=O)(Nc1ccc(F)cc1F)c1ccc(Br)s1 the results were UDG counterscr -5% and AID inh 9%.
For CC(=O)C(C(=O)c1ccc(F)cc1)C1c2ccccc2Sc2ccccc21 (stereo not given) the results were UDG counterscr 6% and AID inh -4%.
For CCc1nn2c(=O)cc(COc3ccc(/C=C(\C#N)C(=O)Nc4ccc(C)cc4)cc3)nc2s1 the results were UDG counterscr -3% and AID inh 6%.
Screening Cc1ccc(-n2ncc3c(N4CCC(Cc5ccccc5)CC4)ncnc32)cc1 returned UDG counterscr -21% and AID inh -7%.
Screening COc1ccc(Cn2nnc3c(=O)[nH]c(C4CCCN(C(=O)c5ccccc5Cl)C4)nc32)cc1OC (stereo not given) returned UDG counterscr 4% and AID inh -3%.
Cc1cc(C)cc(OCCSc2nc(-c3cccs3)nc3cc(=O)[nH]n23)c1 was read as UDG counterscr inconclusive and AID inh inconclusive.
For COC(=O)c1c(-c2ccc(Cl)cc2)noc1N1CCN(c2cccc(C)c2C)CC1 the results were UDG counterscr 8% and AID inh -4%.
`CCOc1ccc(NC(=O)c2ccc3[nH]c(C)c(C)c3c2)cc1` gave UDG counterscr 53%[activator] and AID inh 2%.
Cc1[nH]c2ccccc2c1C(=O)COC(=O)C1CCC1 was read as UDG counterscr 11% and AID inh -2%.
`COc1ccc(NC(=O)C(C)n2cccn2)cc1OC(F)F` (stereo not given) gave UDG counterscr 6% and AID inh 10%.
For O=C(Cn1c(=O)n(-c2ccc(Cl)cc2)c(=O)c2sc3ccccc3c21)NC1CCCCC1 the results were UDG counterscr -1% and AID inh 11%.
Screening C/C(=C/C(=O)C(F)(F)F)N1CCN(c2ccccn2)CC1 returned UDG counterscr -1% and AID inh -4%.
Cn1nc(C(=O)OCC(=O)Nc2ccc(S(=O)(=O)N3CCCCC3)cc2)c2ccccc2c1=O was read as UDG counterscr -6% and AID inh -14%.
Screening CC(=O)N1CCC2(CC1)Oc1ccc(Br)cc1C1CC(c3ccncc3)=NN12 (stereo not given) returned UDG counterscr -7% and AID inh -17%.
CCn1c(SCc2ccc(F)cc2Cl)nnc1-c1nonc1NC(C)=O was read as UDG counterscr 7% and AID inh -5%.
Screening Cc1ccc(CCNC(=O)CN2C(=O)COc3ccc(S(=O)(=O)N4CCCCCC4)cc32)cc1 returned UDG counterscr 11% and AID inh -8%.
CCC1CCc2c(sc(NC(=O)COCC(=O)O)c2C(=O)NCc2ccc(C)cc2)C1 (stereo not given) was read as UDG counterscr 1% and AID inh -10%.
Screening O=C1/C(=C/c2ccc(-c3ccc(F)cc3)o2)Cc2ccccc21 returned UDG counterscr 2% and AID inh 23%.
COc1cccc(-c2csc(-c3cc4cccc(OC)c4oc3=O)n2)c1 was read as UDG counterscr -5% and AID inh -5%.
For CN(Cc1cccs1)C(=O)CCc1c[nH]c2ccccc12 the results were UDG counterscr -7% and AID inh -18%.
Screening CC(=O)c1c[nH]c(C(=O)NC(C)c2ccccc2F)c1 (stereo not given) returned UDG counterscr 4% and AID inh 2%.
Screening Cc1ccc(-c2nc3ccccc3o2)cc1NC(=O)Cc1ccc(Cl)cc1 returned UDG counterscr 25% and AID inh 4%.
Screening CN(C)CCNc1oc(-c2cccc(Cl)c2)nc1C#N returned UDG counterscr 7% and AID inh 4%.
`O=C(c1cccc(F)c1)N(Cc1cccs1)C1CC1` gave UDG counterscr -2% and AID inh -4%.

Entries from the list above that contain a Cl atom (6):
Screening COc1ccc(Cn2nnc3c(=O)[nH]c(C4CCCN(C(=O)c5ccccc5Cl)C4)nc32)cc1OC (stereo not given) returned UDG counterscr 4% and AID inh -3%.
For COC(=O)c1c(-c2ccc(Cl)cc2)noc1N1CCN(c2cccc(C)c2C)CC1 the results were UDG counterscr 8% and AID inh -4%.
For O=C(Cn1c(=O)n(-c2ccc(Cl)cc2)c(=O)c2sc3ccccc3c21)NC1CCCCC1 the results were UDG counterscr -1% and AID inh 11%.
CCn1c(SCc2ccc(F)cc2Cl)nnc1-c1nonc1NC(C)=O was read as UDG counterscr 7% and AID inh -5%.
Screening Cc1ccc(-c2nc3ccccc3o2)cc1NC(=O)Cc1ccc(Cl)cc1 returned UDG counterscr 25% and AID inh 4%.
Screening CN(C)CCNc1oc(-c2cccc(Cl)c2)nc1C#N returned UDG counterscr 7% and AID inh 4%.

Three neighbouring records out of the list so far, for reference:
Cn1nc(C(=O)OCC(=O)Nc2ccc(S(=O)(=O)N3CCCCC3)cc2)c2ccccc2c1=O was read as UDG counterscr -6% and AID inh -14%.
Screening CC(=O)N1CCC2(CC1)Oc1ccc(Br)cc1C1CC(c3ccncc3)=NN12 (stereo not given) returned UDG counterscr -7% and AID inh -17%.
CCn1c(SCc2ccc(F)cc2Cl)nnc1-c1nonc1NC(C)=O was read as UDG counterscr 7% and AID inh -5%.

Continued:
Screening CCSC1=NC2(CCN(C(=O)NC3CCCCC3)CC2)N=C1c1ccc(C)c(C)c1 returned UDG counterscr -10%[57.5 µM] and AID inh inconclusive.
Screening COc1cccc(-n2c(SCC(=O)c3ccccc3)nc3c([nH]c4ccccc43)c2=O)c1 returned UDG counterscr -6% and AID inh -7%.
COc1ccccc1N1CCN(C(CNC(=O)C(=O)NCCN(C)C)c2cccnc2)CC1 (stereo not given) was read as UDG counterscr 7% and AID inh 27%.
`O=C(Oc1ccc2ccccc2c1)C1(c2ccccc2)CC1` gave UDG counterscr 4% and AID inh -5%.
Screening CCOCCCNC(=O)c1cc2c(=O)[nH]c3ccccc3c2n1C returned UDG counterscr -11% and AID inh 16%.
CCC1CN(C(=O)N2CCC(C(=O)N3CCN(c4ccccc4)CC3)CC2)c2ccccc2O1 (stereo not given) was read as UDG counterscr 0%[57.5 µM] and AID inh -28%.
Screening CCCc1nn2c(=O)cc(COC(=O)c3cccs3)nc2s1 returned UDG counterscr -23% and AID inh 21%.
For CCCCN(CC)CCNC(=O)Cn1cc2c(n1)-c1c(oc(C(=O)N3CCCC3)c1C)CC2 the results were UDG counterscr inconclusive and AID inh -25%.
Screening CCc1ccc(NC(=O)CSc2nc(-c3ccccc3)no2)cc1 returned UDG counterscr -9% and AID inh -16%.
CCCCn1cnc2c1c(=O)[nH]c(=O)n2CCCC was read as UDG counterscr -8% and AID inh -8%.
For C/C(=N\Nc1ccc(Br)cc1)c1ccc([N+](=O)[O-])cc1 the results were UDG counterscr 10% and AID inh 16%.
`CC(=O)N1CCN(c2ccc(OC[C@H]3CO[C@](Cn4ccnc4)(c4ccc(Cl)cc4Cl)O3)cc2)CC1` gave UDG counterscr -6% and AID inh -9%.
`CCOC(=O)Cc1ccc(NC(=O)NC(C)C(=O)N2CCc3ccccc32)cc1` (stereo not given) gave UDG counterscr 4% and AID inh -3%.
For O=C(Nc1ccccc1)N(Cc1c[nH]c2ccccc12)C1CCCCCC1 the results were UDG counterscr -10% and AID inh inconclusive.
Screening Nc1nc(Cl)ccc1[N+](=O)[O-] returned UDG counterscr -11% and AID inh -4%.
CCOC(=O)c1ccc(-c2ccc(/C=C/C(=O)c3cccc(N4CCOCC4)c3)o2)cc1 was read as UDG counterscr -21% and AID inh -21%.
O=Cc1c[nH]c2cccc(Cl)c12 was read as UDG counterscr -3% and AID inh -4%.
Screening COc1ccc(OC)c(Nc2sc(C(=O)c3ccccc3)c(N)c2S(=O)(=O)c2ccccc2)c1 returned UDG counterscr -30% and AID inh inconclusive.
Cc1ccc(NC(=O)COc2ccc3oc4c(c3c2)CCCC4)cc1C was read as UDG counterscr 1% and AID inh 15%.
Screening Cc1ccc(-n2cnc3cc(C(=O)NCc4ccc(F)cc4)ccc32)c(C)c1 returned UDG counterscr -13% and AID inh inconclusive.
For Cc1cc2c(cc1NS(=O)(=O)c1ccc(F)cc1)n(C)c(=O)c(=O)n2C the results were UDG counterscr 0% and AID inh 25%.
`COc1ncccc1CNC(=O)c1ccc2c(c1)CCC(=O)N2` gave UDG counterscr 1% and AID inh 9%.
For Cc1ccc(CNC(=O)c2cc(C3CC3)nc3c2c(C)nn3-c2cccc(Cl)c2C)cc1 the results were UDG counterscr 4% and AID inh -3%.
For Cc1oc2ccc(O)c(CN3CCCC3)c2c1C(=O)Nc1cccc(Cl)c1C the results were UDG counterscr -14% and AID inh 0%.
`CCc1nn(CCCC(=O)N2CCN(c3ccc(OC)cc3)CC2)c(=O)c2cc3occc3n12` gave UDG counterscr 9% and AID inh inconclusive.
For COc1cc(C(=O)OCc2ccccc2F)cc(OC)c1Br the results were UDG counterscr -3% and AID inh -1%.
`CCN(CC)C(=O)C(Sc1n[nH]c(-c2ccccc2)n1)c1ccccc1` (stereo not given) gave UDG counterscr 0% and AID inh 1%.
Screening CCOc1ccc(/C=C/c2nc(C#N)c(NCCN(C)C)o2)cc1 returned UDG counterscr -2% and AID inh -3%.
For CC(=O)c1ccc(NC(=O)c2cccc(NC(=O)N3CCSc4ncccc43)c2)cc1 the results were UDG counterscr -19% and AID inh -5%.
`CC(CC(=O)O)C(=O)c1ccc(Cl)cc1` (stereo not given) gave UDG counterscr 0% and AID inh 5%.
Screening CC(C)(C)C1CCc2c(sc3nc(-c4cc5cc(Cl)ccc5oc4=O)[nH]c(=O)c23)C1 (stereo not given) returned UDG counterscr 11%[57.5 µM] and AID inh 19%.
Screening CCc1nn(CC(=O)N(C)Cc2ccccc2)c(=O)c2cc3sccc3n12 returned UDG counterscr -6% and AID inh -24%.
For CCCCC(=O)Nc1ccc(OCC)c2ncccc12 the results were UDG counterscr -1% and AID inh 16%.
For CCOc1ccc2ccccc2c1CNCc1ccco1 the results were UDG counterscr 1% and AID inh -2%.
For Nc1c(C(=O)NCc2ccc(Cl)cc2)sc2nc(-c3ccc(F)cc3)ccc12 the results were UDG counterscr inconclusive and AID inh -5%.
CCc1nnc(NC(=O)CSc2nc3c([nH]c4ccccc43)c(=O)n2-c2ccc(F)cc2)s1 was read as UDG counterscr -12% and AID inh -7%.
COc1cccc(-c2n[nH]c3c2C(c2cccc(O)c2)N(C)C3=O)c1 (stereo not given) was read as UDG counterscr 9% and AID inh 8%.
`O=C(c1cc(-c2ccco2)nc2ccccc12)N1CCCCCC1` gave UDG counterscr 5% and AID inh 0%.
`CCOC(=O)CCc1c(C)c(C#N)c2nc3ccccc3n2c1-n1ccnc1` gave UDG counterscr -3% and AID inh 6%.
O=C(Nc1ccc2c(c1)OCCCO2)c1ccccc1SCc1ccsc1 was read as UDG counterscr 0% and AID inh -8%.
Screening O=C1OC(C(=O)Nc2cccc3ncccc23)Cc2ccccc21 (stereo not given) returned UDG counterscr 1% and AID inh 13%.
Screening Cc1cc(NC(=O)c2ccc(F)cc2F)n(CCC#N)n1 returned UDG counterscr 14% and AID inh 3%.
Screening CCOc1ccc(-c2cc3c(=O)n(CC(=O)NCc4ccc(F)cc4)ccn3n2)cc1 returned UDG counterscr 9% and AID inh -5%.
`CCCN(C(=O)COc1cc(=O)n(CC)c2ccccc12)c1ccc(C(C)C)cc1` gave UDG counterscr -14%[57.5 µM] and AID inh inconclusive.
CC(=O)c1cccc(-n2c(=O)c3c4c(sc3n(Cc3ccccc3Cl)c2=O)CN(C(C)=O)CC4)c1 was read as UDG counterscr -8% and AID inh 14%.

Among those listed so far, 2 have a COOH group.
CCC1CCc2c(sc(NC(=O)COCC(=O)O)c2C(=O)NCc2ccc(C)cc2)C1 (stereo not given) was read as UDG counterscr 1% and AID inh -10%.
`CC(CC(=O)O)C(=O)c1ccc(Cl)cc1` (stereo not given) gave UDG counterscr 0% and AID inh 5%.

Next part
N#CC(C(=O)CC1CCCCC1)C(=O)Nc1ccccc1Cl (stereo not given) was read as UDG counterscr -1% and AID inh -19%.
`COc1cccc(CNC(=O)c2ccc3c(c2)N(C)C(=O)C2CCCCN32)c1` (stereo not given) gave UDG counterscr -19% and AID inh 11%.
Fc1cccc(CSc2ncnc3nc[nH]c23)c1 was read as UDG counterscr 2% and AID inh -4%.
`CN1CCSc2ccc(C(=O)NCc3ccccc3F)cc21` gave UDG counterscr -3% and AID inh 15%.
`COc1cccc(C(=O)N2c3nc(-c4ccco4)nn3C3(CCCCC3)[C@@H]3CCCC[C@@H]32)c1` gave UDG counterscr -10%[57.5 µM] and AID inh 1%.
`Cc1ccc(CNC(=O)CCc2cn(Cc3ccc(C)cc3)c3ccccc23)cc1` gave UDG counterscr 3% and AID inh -7%.
Screening Nc1nccnc1C(=O)NCc1ccccc1CN1CCCCC1 returned UDG counterscr 3% and AID inh -3%.
For C1=C(CCNCC2CCCCC2)CCCC1 the results were UDG counterscr 4% and AID inh -2%.
